Rad51 HR inh – Rad51 (human) homologous recombination inhibition; Q06609; hRad51 DNA strand exchange, fluorescence dequenching; inhibition, % at 10 µM; 200,000 compounds, 0.085% hits;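 active = inhibition above 40% at the single screening dose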;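 note: 0% = DMSO control wells and 100% = blanks with heterologous ssDNA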
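material = hRad51 filaments on single-stranded DNA | reagent = Donor/quencher-labelled 47-bp dsDNA substrate | compound = 10 µM final, single point | schedule = strand-exchange reaction 15 min at room temperature | measured by = fluorescein emission 520 nm, excitation 485 nm | read-out basis = % inhibition versus plate control and blank means | benchmarks = plate controls and plate blanks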
thrombin 1536 – blocks human thrombin protease activity. P00734. alpha-thrombin, Boc-VPR-AMC fluorogenic substrate cleavage. inhibition, % at 5 µM. 220,000 compounds, 0.26% hits;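 active = inhibition at or above 40%; inactive = inhibition below 40%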;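 note: 0% = enzyme with no compound and 100% = wells without enzyme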
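Material: human alpha-thrombin protein. Incubation: reaction at ambient temperature. Technique: fluorescence of released AMC, ex 355 nm, em 460 nm. Control set: no-compound enzyme wells and no-enzyme blanks. Also added: Boc-VPR-AMC substrate, 15 µM final. Buffer or medium: pH 7.5 Tris (50 mM) with NaCl 150 mM, Tween 20 0.05%.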
TNF necrop inh – TNF-alpha cell death inhibition in Jurkat FADD-/- cells; Jurkat FADD-/- TNF necroptosis rescue, ATP luminescence, 24 h; 0 = TNF only, 100 = no-TNF cells; activation (protection from cell death), % at 10 µM; 220,000 compounds, 0.068% hits; AID 463075;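 active = activation, meaning protection from cell death, of at least 50% relative to plate controls; inactive = activation below 50%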;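 note: necroptosis triggered by 40 ng/mL TNF-alpha added together with compound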
hK5 inh – inhibitors of human kallikrein 5; inhibition, % at 5 µM; recombinant hK5, fluorogenic AMC substrate cleavage; 210,000 compounds, 0.59% hits; Q9Y337; AID 873;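 active = inhibition of 40% or more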;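 note: 0% = enzyme controls without compound and 100% = no-enzyme blanks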
Target sequence (Q9Y337 67-293 limits assumed): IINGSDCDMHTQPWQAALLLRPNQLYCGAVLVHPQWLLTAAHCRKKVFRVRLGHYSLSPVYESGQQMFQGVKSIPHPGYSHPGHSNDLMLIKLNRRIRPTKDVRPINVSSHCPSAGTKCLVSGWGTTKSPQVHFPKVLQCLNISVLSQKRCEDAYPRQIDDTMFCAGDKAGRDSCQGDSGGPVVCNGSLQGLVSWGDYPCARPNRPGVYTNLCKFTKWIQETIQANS
Hck Nef HTS – human Hck-Nef kinase inhibition; inhibition, % at 20 µM; AID 463187; Recombinant Hck-YEEI plus Nef, Z-Lyte FRET kinase assay; 220,000 compounds, 0.68% hits; P08631;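 active = Hck-Nef kinase inhibition above about 50%, limit read from the data; inactive = inhibition below that limit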;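 note: 0% = DMSO with Hck plus Nef and 100% = Hck alone without Nef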
FXIIa inh 1536 – factor XIIa (human) inhibition. P00748. purified FXIIa, Boc-QGR-AMC fluorogenic substrate, 2 h. inhibition, % at 5 µM. 220,000 compounds, 0.3% hits; in the data active = inhibition above about 40%;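 note: 0% = enzyme with no compound and 100% = blank without enzyme; many of its hits are not listed in these tables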
L929 necroptosis – L929 zVAD cell death inhibition; L929 zVAD necroptosis rescue, ATP luminescence, 24 h; with zVAD 60 µM; viability rescue, % at 10 µM; 220,000 compounds, 0.38% hits; AID 1377;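 active = activation, scaled between plate controls, above about 75%, limit read from the data; inactive = activation under that limit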;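 note: 0% = zVAD with DMSO and 100% = DMSO alone without zVAD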
KCC2 mod – modulates chloride dependent transport by human KCC2; KCC2 cells, thallium flux FluoZin-2 fluorescence; B-score of Tl+ flux slope (higher = more flux/activation; lower = inhibition) at 10 µM; 190,000 compounds, 2.2% hits; AID 1456;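 active = thallium flux slope and its plate-corrected score both differing from the plate sample mean at a set confidence after two filtering rounds, in either direction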;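 note: slope of fluorescence scaled to starting intensity during 10 to 20 s after thallium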
FXIa inh 1536 – inhibitors of human coagulation factor XIa; inhibition, % at 5 µM; 220,000 compounds, 0.14% hits; purified FXIa, Boc-Glu-Ala-Arg-AMC fluorogenic substrate;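 active = inhibition of at least 40%; inactive = inhibition below 40%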;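 note: fluorescence of freed AMC excited at 355 nm; 0% = enzyme without compound and 100% = no enzyme blank; many of its hits are not listed in these tables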
Target sequence (P03951 19-387 limits assumed): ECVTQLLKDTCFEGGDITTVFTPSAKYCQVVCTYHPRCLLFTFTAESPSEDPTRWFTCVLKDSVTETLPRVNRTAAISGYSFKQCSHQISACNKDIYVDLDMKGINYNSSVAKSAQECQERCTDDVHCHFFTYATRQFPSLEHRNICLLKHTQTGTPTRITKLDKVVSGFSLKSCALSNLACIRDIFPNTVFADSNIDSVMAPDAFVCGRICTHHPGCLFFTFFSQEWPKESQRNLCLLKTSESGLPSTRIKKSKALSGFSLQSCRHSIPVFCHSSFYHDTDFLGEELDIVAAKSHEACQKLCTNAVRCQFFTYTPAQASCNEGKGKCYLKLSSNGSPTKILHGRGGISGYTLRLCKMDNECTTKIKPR
Target sequence (P03951 388-625 limits assumed): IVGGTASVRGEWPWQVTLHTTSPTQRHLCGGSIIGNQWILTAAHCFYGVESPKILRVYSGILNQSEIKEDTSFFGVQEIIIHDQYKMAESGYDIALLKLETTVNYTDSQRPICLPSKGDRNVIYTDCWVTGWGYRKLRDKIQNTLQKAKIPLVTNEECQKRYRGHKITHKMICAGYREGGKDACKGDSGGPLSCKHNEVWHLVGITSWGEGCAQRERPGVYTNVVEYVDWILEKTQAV
* hit, by the source's call. An excerpt. The share of hits here may be higher or lower than overall.

For Cc1ccccc1OCCn1cc(C(=O)C(=O)N2CCOCC2)c2ccccc21 the results were Rad51 HR inh 4, thrombin 1536 0, TNF necrop inh 0.9, hK5 inh -2, Hck Nef HTS 9, FXIIa inh 1536 9, L929 necroptosis 0.5, KCC2 mod -0.97 and FXIa inh 1536 -1.
CCCCC(=O)N(CCOC)c1nnc(-c2cccnc2)s1 was read as Rad51 HR inh -4, thrombin 1536 -7, TNF necrop inh 0.8, hK5 inh 7, Hck Nef HTS 21, FXIIa inh 1536 10, L929 necroptosis -0.4, KCC2 mod 0.59 and FXIa inh 1536 1.
For Cc1nc(NC(=O)c2cccc(-c3cc4ccccc4oc3=O)c2)ccc1Br the results were Rad51 HR inh -2, thrombin 1536 -11, TNF necrop inh 0.6, hK5 inh -2, Hck Nef HTS 22, FXIIa inh 1536 12, L929 necroptosis 2.2, KCC2 mod 0.43 and FXIa inh 1536 1.
`CC(C)C(NC(=O)c1ccccc1)C(=O)NCCc1ccccc1` (stereo unspecified) gave Rad51 HR inh 2, thrombin 1536 -3, TNF necrop inh 2.2, hK5 inh 0, Hck Nef HTS 6, FXIIa inh 1536 0, L929 necroptosis 2.5, KCC2 mod -0.014 and FXIa inh 1536 -8.
COCCCNC(=O)CN1C(=O)c2ccccc2C1=O was read as Rad51 HR inh 6, thrombin 1536 -4, TNF necrop inh -1.0, hK5 inh -7, Hck Nef HTS -3, FXIIa inh 1536 4, L929 necroptosis 1.3, KCC2 mod 0.34 and FXIa inh 1536 -6.
Cc1ccc(C(=O)OCC(=O)Nc2ccc(S(N)(=O)=O)cc2)c(O)c1 was read as Rad51 HR inh 15, thrombin 1536 -2, TNF necrop inh 0.4, hK5 inh -2, Hck Nef HTS 12, FXIIa inh 1536 5, L929 necroptosis 1.1, KCC2 mod 0.85 and FXIa inh 1536 1.
`S=c1[nH]c(-c2ccccc2)cn1/N=C/c1ccncc1` gave Rad51 HR inh -8, thrombin 1536 -5, TNF necrop inh 1.9, hK5 inh 0, Hck Nef HTS -84, FXIIa inh 1536 0, L929 necroptosis 0.8, KCC2 mod 1.8 and FXIa inh 1536 -9.
`O=C(O)c1nn(-c2ccccc2C(F)(F)F)cc1O` gave Rad51 HR inh -22, thrombin 1536 0, TNF necrop inh -0.5, hK5 inh -2, Hck Nef HTS 18, FXIIa inh 1536 9, L929 necroptosis 0.0, KCC2 mod 1.9 and FXIa inh 1536 -1.
For COCCNC(=O)COc1ccc(C)c(C)c1 the results were Rad51 HR inh 10, thrombin 1536 -6, TNF necrop inh 0.3, hK5 inh 8, Hck Nef HTS 1, FXIIa inh 1536 12, L929 necroptosis 0.8, KCC2 mod 0.028 and FXIa inh 1536 -2.
Screening COc1ccc(Cl)cc1NC(=O)C(=O)NC1CCCCCC1 returned Rad51 HR inh -2, thrombin 1536 4, TNF necrop inh 1.5, hK5 inh -3, Hck Nef HTS 0, FXIIa inh 1536 14, L929 necroptosis 0.5 and FXIa inh 1536 -6.
`Cc1ccc(NS(=O)(=O)c2cc(C(=O)NCCSC3CCCCC3)ccc2C)cc1` gave Rad51 HR inh -4, thrombin 1536 -3, TNF necrop inh -7.7, hK5 inh -5, Hck Nef HTS 0, FXIIa inh 1536 7, L929 necroptosis 1.5 and FXIa inh 1536 -3.
Cc1ccc(N/N=C(\C#N)C(N)=S)c(C)c1 was read as thrombin 1536 -5, TNF necrop inh 0.7, hK5 inh -14, Hck Nef HTS 4, FXIIa inh 1536 8, KCC2 mod 2.1 and FXIa inh 1536 2.
For O=C(OCc1cnc(Cl)s1)c1c(F)cccc1F the results were Rad51 HR inh 4, thrombin 1536 -2, TNF necrop inh 0.6, hK5 inh 12, Hck Nef HTS 17, FXIIa inh 1536 6, L929 necroptosis 0.7 and FXIa inh 1536 13.
Screening COc1ccccc1N1CCN(C(=O)CCNS(=O)(=O)c2ccc(Br)s2)CC1 returned Rad51 HR inh 23, thrombin 1536 7, TNF necrop inh -0.6, hK5 inh -22, Hck Nef HTS 2, FXIIa inh 1536 4, L929 necroptosis 0.1, KCC2 mod 0.036 and FXIa inh 1536 -24.
For O=C(NC1CCN(Cc2ccccc2)CC1)c1cc(-c2ccccn2)nc2ccccc12 the results were Rad51 HR inh -1, thrombin 1536 -4, TNF necrop inh -6.8, hK5 inh -1, Hck Nef HTS 2, FXIIa inh 1536 10, L929 necroptosis -1.0, KCC2 mod 0.014 and FXIa inh 1536 -2.
`CN(CCO)c1nc(N)c(C#N)c(CC#N)c1C#N` gave Rad51 HR inh -4, thrombin 1536 -1, TNF necrop inh -3.6, hK5 inh 24, Hck Nef HTS -2, FXIIa inh 1536 8, L929 necroptosis -0.3, KCC2 mod -0.083 and FXIa inh 1536 0.
CC(NC(=O)Cc1ccc([N+](=O)[O-])cc1)c1ccc2c(c1)OCO2 (stereo unspecified) was read as thrombin 1536 -2, TNF necrop inh 23, hK5 inh 1, Hck Nef HTS 32, FXIIa inh 1536 10, L929 necroptosis 0.1 and FXIa inh 1536 1.
`CCn1c(C(C#N)/C(=N\S(=O)(=O)c2cccs2)c2ccccc2)nc2ccccc21` (stereo unspecified) gave Rad51 HR inh -4, thrombin 1536 -3, TNF necrop inh 0.3, hK5 inh -23, Hck Nef HTS -1, FXIIa inh 1536 -2, L929 necroptosis -0.7, KCC2 mod -0.044 and FXIa inh 1536 -5.
CN(C)C(=O)CSc1nnc(C23CC4CC(CC(C4)C2)C3)o1 was read as Rad51 HR inh -6, thrombin 1536 -6, TNF necrop inh -1.7, hK5 inh -2, Hck Nef HTS 1, FXIIa inh 1536 9, L929 necroptosis -0.2, KCC2 mod 0.016 and FXIa inh 1536 -7.
For CC12CCC(C(=O)NNc3ccccc3)(C(=O)C1=O)C2(C)C (stereo unspecified) the results were Rad51 HR inh 5, thrombin 1536 -4, TNF necrop inh 0.1, hK5 inh 2, Hck Nef HTS 25, FXIIa inh 1536 7, L929 necroptosis 0.1, KCC2 mod 1.5 and FXIa inh 1536 -2.
CC(=O)Nc1ccc(-c2nnc(SCc3ccc(C)cc3)n2C)cc1 was read as Rad51 HR inh -5, thrombin 1536 -1, TNF necrop inh -1.9, hK5 inh 14, Hck Nef HTS -2, FXIIa inh 1536 -5, L929 necroptosis -0.1 and FXIa inh 1536 -7.
`COc1ccc(NS(=O)(=O)c2ccc(N3CCCC3)c(NC(=S)Nc3ccc(SC(F)F)cc3)c2)cc1` gave Rad51 HR inh 0, thrombin 1536 -10, TNF necrop inh 4.2, hK5 inh -14, Hck Nef HTS 8, FXIIa inh 1536 1, L929 necroptosis 1.1, KCC2 mod 0.76 and FXIa inh 1536 -4.
Screening CC(=O)N1CCN(c2ccc(NC(=O)c3ccc(C(C)(C)C)cc3)cc2)CC1 returned Rad51 HR inh -3, thrombin 1536 -5, TNF necrop inh -6.5, hK5 inh 5, Hck Nef HTS 8, FXIIa inh 1536 13, L929 necroptosis 3.1, KCC2 mod -0.47 and FXIa inh 1536 -6.
Screening COc1ccc(OC)c2c(C)cc(N3CCN(C(=O)c4ccc(C)cc4)CC3)nc12 returned Rad51 HR inh -1, thrombin 1536 0, TNF necrop inh 0.9, hK5 inh -15, Hck Nef HTS 7, FXIIa inh 1536 2, L929 necroptosis 4.5, KCC2 mod -1.9 and FXIa inh 1536 -2.
O=C(CN(Cc1ccc(F)cc1)S(=O)(=O)c1ccc(S(=O)(=O)N2CCOCC2)cc1)Nc1ccccc1 was read as Rad51 HR inh -3, thrombin 1536 -5, TNF necrop inh 1.1, hK5 inh -18, Hck Nef HTS 1, FXIIa inh 1536 6, L929 necroptosis 0.0, KCC2 mod 0.32 and FXIa inh 1536 6.
For COc1cccc(NCc2cc3c(C(C)(C)C)nn(-c4ccccc4)c3[nH]c2=O)c1 the results were Rad51 HR inh -7, thrombin 1536 -2, TNF necrop inh 1.1, hK5 inh -10, Hck Nef HTS 1, FXIIa inh 1536 24, L929 necroptosis 0.1, KCC2 mod 0.4 and FXIa inh 1536 15.
CC(=O)c1cn(C)c(=O)[nH]c1=O was read as Rad51 HR inh 8, thrombin 1536 3, TNF necrop inh 0.7, hK5 inh 1, Hck Nef HTS -12, FXIIa inh 1536 7, L929 necroptosis 3.7, KCC2 mod 0.3 and FXIa inh 1536 0.
For CCN(CC)S(=O)(=O)c1cccc(NC(=O)COc2ccc(Cl)cc2Br)c1 the results were Rad51 HR inh -12, thrombin 1536 2, TNF necrop inh 1.1, hK5 inh -2, Hck Nef HTS 1, FXIIa inh 1536 6, L929 necroptosis 1.0, KCC2 mod 2.6 and FXIa inh 1536 20.
`COc1cc(NS(=O)(=O)c2ccc(NS(=O)(=O)c3ccccc3)cc2)nc(OC)n1` gave Rad51 HR inh 11, thrombin 1536 7, TNF necrop inh -2.5, hK5 inh 20, Hck Nef HTS 0, FXIIa inh 1536 24, L929 necroptosis 0.4, KCC2 mod 0.4 and FXIa inh 1536 9.
Screening Fc1ccc(-c2nn(-c3ccccc3)cc2CNCc2ccccc2)cc1 returned Rad51 HR inh 6, thrombin 1536 -9, TNF necrop inh 8.5, hK5 inh -3, Hck Nef HTS -7, L929 necroptosis 1.7, KCC2 mod -0.51 and FXIa inh 1536 -7.
COc1cc(C2C3=C(CC(C)(C)CC3=O)N(C)C(=O)N2C)cc(OC)c1OC (stereo unspecified) was read as Rad51 HR inh 2, thrombin 1536 -5, TNF necrop inh 0.0, hK5 inh -17, Hck Nef HTS 1, FXIIa inh 1536 9, L929 necroptosis 0.7 and FXIa inh 1536 -2.
For Cc1cccc(C)c1-n1c(C)nn(Cc2ccc([N+](=O)[O-])cc2)c1=O the results were Rad51 HR inh 19, thrombin 1536 0, TNF necrop inh 0.1, hK5 inh 0, Hck Nef HTS -4, FXIIa inh 1536 5, L929 necroptosis -0.6, KCC2 mod 0.97 and FXIa inh 1536 -6.
`N#CCCN(Cc1ccccc1)C(=O)c1cccs1` gave Rad51 HR inh 24, thrombin 1536 3, TNF necrop inh -1.2, hK5 inh -3, Hck Nef HTS 0, FXIIa inh 1536 7, L929 necroptosis -0.9, KCC2 mod -0.54 and FXIa inh 1536 3.

Of the compounds above, these have a thiophene ring, fused or not.
Screening COc1ccccc1N1CCN(C(=O)CCNS(=O)(=O)c2ccc(Br)s2)CC1 returned Rad51 HR inh 23, thrombin 1536 7, TNF necrop inh -0.6, hK5 inh -22, Hck Nef HTS 2, FXIIa inh 1536 4, L929 necroptosis 0.1, KCC2 mod 0.036 and FXIa inh 1536 -24.
`CCn1c(C(C#N)/C(=N\S(=O)(=O)c2cccs2)c2ccccc2)nc2ccccc21` (stereo unspecified) gave Rad51 HR inh -4, thrombin 1536 -3, TNF necrop inh 0.3, hK5 inh -23, Hck Nef HTS -1, FXIIa inh 1536 -2, L929 necroptosis -0.7, KCC2 mod -0.044 and FXIa inh 1536 -5.
`N#CCCN(Cc1ccccc1)C(=O)c1cccs1` gave Rad51 HR inh 24, thrombin 1536 3, TNF necrop inh -1.2, hK5 inh -3, Hck Nef HTS 0, FXIIa inh 1536 7, L929 necroptosis -0.9, KCC2 mod -0.54 and FXIa inh 1536 3.
